Bioassay records (PubChem)
ROC1-CUL1 inh: inhibitors of human ROC1-CUL1 ubiquitin ligase activity. in vitro K48 di-Ub FRET, acceptor:donor ratio, 45 min. inhibition, % at 10 µM. 140,000 tested, 0.6% active; in the data active = inhibition above about 25%
Target sequence (P62877 whole entry, looked up): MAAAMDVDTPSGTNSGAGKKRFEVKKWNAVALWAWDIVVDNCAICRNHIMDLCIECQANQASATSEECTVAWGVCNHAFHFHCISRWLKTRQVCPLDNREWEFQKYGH
Target sequence (Q13616 whole entry, looked up): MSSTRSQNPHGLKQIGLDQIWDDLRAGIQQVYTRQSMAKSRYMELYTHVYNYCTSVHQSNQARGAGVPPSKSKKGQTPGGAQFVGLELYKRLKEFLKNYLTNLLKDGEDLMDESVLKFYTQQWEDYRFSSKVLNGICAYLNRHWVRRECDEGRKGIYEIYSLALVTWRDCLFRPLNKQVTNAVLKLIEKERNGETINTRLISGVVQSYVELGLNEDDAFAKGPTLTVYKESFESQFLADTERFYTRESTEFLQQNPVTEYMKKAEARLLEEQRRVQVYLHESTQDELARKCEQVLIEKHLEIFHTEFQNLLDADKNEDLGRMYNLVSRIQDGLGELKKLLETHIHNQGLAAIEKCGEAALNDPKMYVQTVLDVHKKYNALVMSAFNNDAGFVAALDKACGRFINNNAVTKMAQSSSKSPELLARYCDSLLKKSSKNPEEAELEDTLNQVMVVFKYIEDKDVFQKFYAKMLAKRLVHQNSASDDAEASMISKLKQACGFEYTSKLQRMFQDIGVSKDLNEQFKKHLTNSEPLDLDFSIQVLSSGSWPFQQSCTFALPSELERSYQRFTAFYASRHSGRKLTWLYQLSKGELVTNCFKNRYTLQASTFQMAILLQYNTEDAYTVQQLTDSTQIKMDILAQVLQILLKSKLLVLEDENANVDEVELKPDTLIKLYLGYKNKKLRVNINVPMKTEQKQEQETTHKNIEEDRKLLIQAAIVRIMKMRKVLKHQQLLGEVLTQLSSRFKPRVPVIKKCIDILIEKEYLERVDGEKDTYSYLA
The depositor's hits bear a star. Some of the compounds tested (hit frequency here may not be typical).

item	smiles	ROC1-CUL1 inh
1	CCC(C)Nc1sc(S(=O)(=O)CC)nc1S(=O)(=O)c1ccc(C)cc1 (configuration not stated)	4
2	CC(C)c1ccc(C2Sc3ccccc3N=C3c4ccccc4C(=O)C32)cc1 (configuration not stated)	4
3	Cc1nc2ccccn2c1-c1nnc(SCc2ccc(Cl)cc2)o1	-12
4	COc1ccc(C(=O)O)cc1COc1cccc(Cl)c1Cl	-2
5	Clc1cccc(N2CCN(C3=Cc4ccccc4C3)CC2)c1	0
6	CCN(CC)CCCNC(=O)c1nn(-c2ccc(C)cc2)c(=O)c2c1c1ccccc1n2C	-4
7	Fc1ccc(C(Nc2ccccc2Cl)c2nnc(-c3ccccc3Cl)o2)cc1 (configuration not stated)	-4
8	Cc1cc(N2CCC(C)CC2)nc2ccc(NC(=O)CCC(=O)N3CCN(c4cccc(C(F)(F)F)c4)CC3)cc12	14
9	c1ccc(COc2ccc(-c3csnn3)cc2)cc1	12
10	CCOC(=O)c1ccccc1NC(=O)COc1ccccc1-c1nnc(-c2ccccc2)o1	0
11	CCOC(=O)COc1ccc(F)cc1C(=O)c1ccn2nc(-c3ccc(C)cc3)cc2n1	-5
12	CCc1ccc(NC(=O)[C@H](CSCc2ccccc2)N2Cc3ccccc3C2=O)cc1	2
13	CC(C)OC(=O)C(C)Oc1ccc2c(=O)c(Oc3ccc4ccccc4c3)c(C(F)(F)F)oc2c1 (configuration not stated)	6
14	O=C(CC1N=NN=N1)N1CCOCC1	0
15	O=C(N=NC(=O)c1ccc2c(O)n(CC3CCCO3)c(O)c2c1)c1cccnc1 (configuration not stated)	-3
16	CCOc1ccc(CNC(=O)CCn2c(=O)c3cccn3c3cccnc32)cc1	1
17	Cc1ccc(NC(=O)CC(C(=O)O)c2ccccc2)cc1 (configuration not stated)	-17
18	CC(C)CCNC(=O)c1ccc(CN2CCCCC2)cc1	-7
19	CCc1ccc(CN(C)C(=O)c2coc(COc3ccccc3)n2)nc1	-8
20	Cn1nc(C(=O)NCc2ccc(Cl)cc2)c2c1-c1ccccc1S(=O)(=O)C2	-1
21	Cc1nc(SCC(=O)Nc2nsc(-c3ccc(C(C)(C)C)cc3)n2)c2c3c(sc2n1)CCCC3	-2
22	Cn1ccc(C(=O)N/N=C\c2cc(Cl)ccc2O)n1	-3
23	COc1cc(C(=O)c2c(C(F)(F)F)oc3c2C(=O)c2ccccc2C3=O)cc(OC)c1OC	-6
24	COc1ccc(-c2cc3ccccc3n2CC(O)Cn2cnc(-c3ccccc3)c2-c2ccccc2)cc1 (configuration not stated)	-2
25	CN1CCC(N2CCC(Oc3cccc(C(=O)NCCc4ccccc4)c3)CC2)CC1	0
26	O=C(Nc1cccc(Cl)c1)c1ccc(Cl)c(Cl)c1	6
27	Cc1ccc(Nc2c3c(nc4nncn24)CCC3)c(C)c1	1
28	CCOC(=O)N1CCC(NC2CCN(c3ccc(NC(=O)Cc4ccc(OC)cc4)cc3)CC2)CC1	1
29	COc1ccc(NC(=O)Cn2c(=O)oc3cc(S(=O)(=O)NC4CCCC4)ccc32)cc1OC	7
30	Cc1nc(NC(=O)NCCc2nccc(-c3ccccc3)n2)nn1C(C)C	-7
31	COc1ccc(Nc2nc(N)c(C(=O)c3ccc(Cl)cc3)s2)cc1	-5
32	O=C(c1ccsc1)N1CCc2[nH]nc(-c3ccccc3)c2C1	-11
33	CN(C)Cc1ccccc1NC1c2ccccc2CSc2ccccc21 (configuration not stated)	3
34	O=C(COC(=O)c1sc2ccccc2c1Cl)Nc1cccc2ccccc12	7
35	c1ccc(-c2noc(CN3CCc4ccccc4C3)n2)nc1	-3
36	O=C(Nc1ccccc1)OC1CC2CC1C1CCCC21 (configuration not stated)	5
37	CC(=O)c1cccc(NC(=O)CSc2nnc3ccc(-c4ccc(F)cc4)nn23)c1	-4
38	O=C(N/N=C/c1ccc2c(c1)OCO2)C(=O)N1CCCC1	-5
39	Cc1oc2ccc(O)cc2c1[N+](=O)[O-]	7
40	CC1(C)CC(=O)C(N=Nc2cc(Cl)c(Cl)c(Cl)c2)=C(O)C1	16
41	COc1cc(C2C3=C(CCCC3=O)OC(=N)C2C#N)ccc1OCc1ccccc1Cl (configuration not stated)	-12
42	Cc1nc2sc(-c3ccccc3)c(-c3ccccc3)c2c(=O)o1	5
43	FC(F)(F)c1c(Cl)nc(Nc2ccccc2)c(Cl)c1Cl	0
44	CCC(=O)Nc1cc(S(=O)(=O)N2CCCCC2)ccc1OC	1
45	OCCN1CCN(CC/C=C2/c3ccccc3CSc3ccccc32)CC1	6
46	COc1cccc(C(=O)NCC(c2ccc3c(c2)OCO3)N2CCOCC2)c1 (configuration not stated)	4
47	CCOc1nc(NC(=O)NS(=O)(=O)Oc2cccc(Cl)c2)nc(-c2ccccc2)n1	0
48	CCC(CC)C(=O)N1CCN(S(=O)(=O)c2ccc(F)cc2)CC1	7
49	Cn1c(=O)oc2ccc(S(=O)(=O)Nc3ccc(N4CCOCC4)c(Cl)c3)cc21	-6
50	O=C(O)COc1ccc(/C=N/NC(=O)COc2nsnc2N2CCOCC2)cc1	15
51	O=C(NNC(=O)c1ccc2ccccc2c1O)c1ccc([N+](=O)[O-])cc1	7
52	CC(=O)c1cccc(NC(=O)C2CCN(c3nnc(-n4cccc4)s3)CC2)c1	-2
53	CC(C)NC(=O)c1ccc(Cn2c(SCC(N)=O)nc3ccccc3c2=O)cc1	-1
54	COc1cccc(CNC(=O)C2CCN(C(=O)c3cnn(-c4ccccc4)c3-n3cccc3)CC2)c1	-4
55	CCCN(CCC)C(=O)Cn1c(=O)n(-c2ccc(CC)cc2)c(=O)c2ccc(C(=O)NCCc3ccccc3)cc21	3
56	CC(Oc1ccccc1Cl)C(=O)N1CCN(c2ccccc2F)CC1 (configuration not stated)	-1
57	COc1ccc(-c2sc(Nc3c(Cl)cccc3Cl)nc2-c2ccccc2)cc1	-6
58	CC(=O)NS(=O)(=O)c1ccc(NC(=O)C2C3C=CC(C3)C2C(=O)O)cc1 (configuration not stated)	3
59	CCc1ccc(-n2c(SCc3ccccc3Cl)nc3sc4c(c3c2=O)CCCC4)cc1	3
60	C=CCN1C(=O)C(Cc2ccc(N(C)C)cc2)=NC1=S	0

3 entries out of the list above, ordered by their value in ROC1-CUL1 inh, falling:
item	smiles	ROC1-CUL1 inh
39	Cc1oc2ccc(O)cc2c1[N+](=O)[O-]	7
46	COc1cccc(C(=O)NCC(c2ccc3c(c2)OCO3)N2CCOCC2)c1 (configuration not stated)	4
59	CCc1ccc(-n2c(SCc3ccccc3Cl)nc3sc4c(c3c2=O)CCCC4)cc1	3

The list goes on.
item	smiles	ROC1-CUL1 inh
61	Cc1ccc(NC(=S)Oc2ccc(C)cc2)cc1	-6
62	CC(C)(C)c1ccc(/C=C/C(=O)Nc2ccncc2)cc1	-4
63	CC(=O)c1cn(CCC(C)C)c(=O)[nH]c1=O	13
64	CCc1ccc(CNc2nc(N)n(-c3ccccc3)n2)cc1	3
65	CC1CCC(C(C)C)C(OCC(O)CN2CCN(c3ccccc3F)CC2)C1 (configuration not stated)	6
66	CCCSc1nc(C)c(CCC(C)C)c(=O)[nH]1	0
67	CNCCOCC(O)CSc1ccccc1 (configuration not stated)	2
68	CCC1(C)CC(CCNCc2ccccc2O)(c2ccc(OC)cc2)CCO1 (configuration not stated)	6
69	Cc1cc(NC(=O)CN2CCC(O)CC2)nc2c1c(=O)oc1ccccc12	-3
70	CC(=O)O[C@H]1C(=O)C2=C(CC3(C)CC(C)(C)CC2(C(=O)O)C3)CC1(C)C (some centres not stated)	7
71	O=C(Nc1ccccc1Cl)c1ccc(CN2CCCC2)cc1	3
72	CCc1ccc(NC(=O)c2cnc3sc(N4CCCC4)nn3c2=O)cc1	3
73	COCc1ccc(C(=O)Nc2ccc(-c3nc(CNC(=O)CCc4ccc(C)cc4)c(C)o3)cc2)o1	10
74	CSc1ccccc1C(=O)NCc1c(C)ncc2c1CCN(C(=O)C1COc3ccccc3O1)C2 (configuration not stated)	0
75	CCOC(=O)CN(C(=O)CSc1nnc(-c2ccco2)o1)c1ccc(C)cc1	-1
76	CC(=O)Nc1ccc(-c2cn3cc(Sc4ccccc4)ccc3n2)cc1	-1
77	Cc1ccc(-c2c(C#N)cnc3cc(C)nn23)cc1	2
78	Cc1cc(NNC(=O)c2ccccc2)nc2ccccc12	3
79	CCc1cccc(NC(=O)C2CCN(C(C)=O)CC2)c1	1
80	Cc1ccc(C(=O)N2CCN(c3ccccn3)CC2)s1	1
81	CC1Cc2cc(S(=O)(=O)CCC(=O)Nc3ccc(F)cc3Cl)ccc2N1C(=O)C1CC1 (configuration not stated)	-5
82	CCn1c2ccccc2c2cc(NS(=O)(=O)c3ccc(C)cc3)ccc21	-12
83	O=C(c1ccc2c(c1)OCO2)N1CCC(C2(Cc3ccc(F)cc3)NC(=O)N(CC3CC3)C2=O)CC1 (configuration not stated)	12
84	CC(C)(C)OC(=O)N1CCC(c2c(C(=O)NC3CCCCC3)cnn2-c2ccc(F)cc2F)CC1	0
85	CCCCCC(=O)NCC(C)NC(=O)CCCCC (configuration not stated)	1
86	COc1ccc(-c2nc3ccccc3o2)cc1NC(=O)CSc1ccc(Cl)cc1	-1
87	CN(C)c1ncc2c(n1)CCCC2NCc1nc(-c2ccccc2)cs1 (configuration not stated)	-3
88	O=C(Nc1nnc(CCS(=O)(=O)c2ccc(Cl)cc2)s1)c1ccccc1	5
89	O=C(c1cccs1)N1CCCC1	-1
90	CC(C)C(=O)Nc1ccc(N2CCCCC2C)cc1 (configuration not stated)	2
91	O=C(Nc1ccccc1F)C1CCN(Cc2ccccc2Cl)CC1	10
92	COc1ccc(NC(=O)CSc2oc(-c3ccco3)nc2S(=O)(=O)c2ccc(C)cc2)c(OC)c1	-13
93	C=CCn1c(SCCC(N)=O)nnc1-c1ccc(Cl)cc1	11
94	COc1ccc(CNC(=O)Cn2c(=O)cc(C)c3c(C)nn(-c4cccc(Cl)c4C)c32)cc1	-11
95	CCN(CC)C1CCN(C(=O)c2cc(-c3cnn(C)c3)nc3ccc(F)cc23)C1 (configuration not stated)	-1
96	COC(=O)c1cc(NC2(c3ccccc3)C(=O)c3ccccc3C2=O)cc(C(=O)OC)c1	-6
97	CC1=NN(c2ccc(Cl)c(C(=O)O)c2)C(=O)/C1=C\c1cnn(-c2ccc(C)c(C)c2)c1	100*
98	CCOc1cccc(C(=O)N2CCC(c3nc4ccccc4s3)CC2)c1	-11
99	CCOc1ccc2ccccc2c1C(=O)N1CCN(c2ncccn2)CC1	4
100	CCOc1ccc(NS(=O)(=O)c2ccc3nc(-c4ccccc4)[nH]c3c2)cc1	-1
101	COc1ccc(NC(=O)c2cccc(Cl)c2)c(OC)c1	8
102	O=C(CSc1oc(-c2ccccc2)nc1S(=O)(=O)c1ccc(Cl)cc1)NC1CCCCC1	-5
103	CC1(C)Cc2c(sc3nc(SCC#N)nc(N)c23)CO1	5
104	COc1ccc(CCC(=O)Nc2c(C)nn(Cc3cccc4ccccc34)c2C)cc1	-6
105	COCC1CCN(c2ccc(C(=O)NCCC3CCCCN3C)cn2)CC1 (configuration not stated)	-5
106	COc1ccc(-c2nc3scc(CCNS(=O)(=O)c4c(C)noc4C)n3n2)cc1	1
107	CCOC(=O)c1ccc(N2C(=O)c3n[nH]c(-c4cccs4)c3C2c2ccc(C(C)C)cc2)cc1 (configuration not stated)	2
108	COC(=O)c1ccccc1NC(=O)c1nc(-c2ccccc2)n(-c2ccc(OC)cc2)n1	0
109	COc1cccc(N2C(=O)CN(Cc3cnn(C)c3)CC2C)c1 (configuration not stated)	-1
110	CC(C)c1ccc(N2C(=O)/C(=C/c3ccc(Sc4ccccc4)o3)C(=O)NC2=S)cc1	97*
111	CC(C)(C)c1cc(C(=O)N/N=C/c2ccccc2)n[nH]1	2
112	OCCNCc1ccc(-c2ccccc2Cl)o1	1
113	O=S(=O)(NCc1ccncc1)c1ccccc1	-7
114	COc1ccc(-n2nc(C(=O)N3CCN(c4cccc(C)c4C)CC3)c3c4ccccc4n(C)c3c2=O)cc1	-7
115	CCOc1ccc(C(=O)N/N=C/c2ccccc2[N+](=O)[O-])cc1	6
116	Clc1ccc(-c2nnc(SCc3ccccc3Cl)n2-c2ccccc2)c(Cl)c1	1
117	C=CCc1cccc2cc(C(=O)Nc3cccc(Cl)c3)c(=O)oc12	3
118	Cc1cccc(OCCCCn2nnc3sc4c(c3c2=O)CCC(C)C4)c1 (configuration not stated)	1
119	O=C1C2C3CCC(C3NCc3ccccc3)C2C(=O)N1Cc1ccccc1 (configuration not stated)	-2
120	NCCc1cc(N2CCN(C(=O)c3ncn[nH]3)CC2)ncn1	10
121	COc1cccc(CNC(=O)C2CCN(c3nnc(-n4c(C)ccc4C)s3)CC2)c1OC	-2

Given with the structure last: 15 of the compounds above
item | ROC1-CUL1 inh | Compound
91 | 10 | O=C(Nc1ccccc1F)C1CCN(Cc2ccccc2Cl)CC1
92 | -13 | COc1ccc(NC(=O)CSc2oc(-c3ccco3)nc2S(=O)(=O)c2ccc(C)cc2)c(OC)c1
93 | 11 | C=CCn1c(SCCC(N)=O)nnc1-c1ccc(Cl)cc1
94 | -11 | COc1ccc(CNC(=O)Cn2c(=O)cc(C)c3c(C)nn(-c4cccc(Cl)c4C)c32)cc1
95 | -1 | CCN(CC)C1CCN(C(=O)c2cc(-c3cnn(C)c3)nc3ccc(F)cc23)C1 (configuration not stated)
96 | -6 | COC(=O)c1cc(NC2(c3ccccc3)C(=O)c3ccccc3C2=O)cc(C(=O)OC)c1
97 | 100* | CC1=NN(c2ccc(Cl)c(C(=O)O)c2)C(=O)/C1=C\c1cnn(-c2ccc(C)c(C)c2)c1
98 | -11 | CCOc1cccc(C(=O)N2CCC(c3nc4ccccc4s3)CC2)c1
99 | 4 | CCOc1ccc2ccccc2c1C(=O)N1CCN(c2ncccn2)CC1
100 | -1 | CCOc1ccc(NS(=O)(=O)c2ccc3nc(-c4ccccc4)[nH]c3c2)cc1
101 | 8 | COc1ccc(NC(=O)c2cccc(Cl)c2)c(OC)c1
102 | -5 | O=C(CSc1oc(-c2ccccc2)nc1S(=O)(=O)c1ccc(Cl)cc1)NC1CCCCC1
103 | 5 | CC1(C)Cc2c(sc3nc(SCC#N)nc(N)c23)CO1
104 | -6 | COc1ccc(CCC(=O)Nc2c(C)nn(Cc3cccc4ccccc34)c2C)cc1
105 | -5 | COCC1CCN(c2ccc(C(=O)NCCC3CCCCN3C)cn2)CC1 (configuration not stated)
